# DYRK1A inh: Dyrk1A (rat) kinase inhibition. Q63470. ADP-Glo luminescence, NFATc1 peptide. inhibition, % at 12.5 µM. actives 0.43% (n = 310,000); in the data active = inhibition above about 50%;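 note: plate controls were vehicle with enzyme for no effect and no enzyme for full effect; many of its hits are not listed in these tables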
# GSK3A inh: human GSK-3 alpha kinase inhibition; ADP-Glo luminescence, 60 min; inhibition, % at 10 µM; actives 0.1% (n = 320,000);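 in the data active = inhibition above about 50%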;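 note: GST-tagged GSK-3 alpha with peptide substrate and 25 µM ATP; 0% = DMSO neutral wells and 100% = GW8510 positive control wells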
# Target sequence (P49840 whole entry, looked up): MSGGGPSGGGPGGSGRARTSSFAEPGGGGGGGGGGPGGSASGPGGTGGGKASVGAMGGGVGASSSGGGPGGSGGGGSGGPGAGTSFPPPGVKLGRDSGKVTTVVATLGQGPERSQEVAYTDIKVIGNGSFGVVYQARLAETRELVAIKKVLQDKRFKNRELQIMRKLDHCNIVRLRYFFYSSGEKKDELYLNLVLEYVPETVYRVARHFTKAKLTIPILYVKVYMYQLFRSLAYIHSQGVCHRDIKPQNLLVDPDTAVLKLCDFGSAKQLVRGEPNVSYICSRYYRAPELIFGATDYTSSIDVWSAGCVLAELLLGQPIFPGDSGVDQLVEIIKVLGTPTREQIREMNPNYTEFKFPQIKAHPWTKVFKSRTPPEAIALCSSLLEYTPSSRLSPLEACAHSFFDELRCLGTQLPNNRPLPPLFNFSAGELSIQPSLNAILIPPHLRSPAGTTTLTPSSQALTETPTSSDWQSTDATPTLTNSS
# KCNK3 inh: human KCNK3 channel inhibition, primary screen | CHO-KCNK3 thallium flux, FluxOR fluorescence; active compounds read low | B-score at 10 µM | actives 0.84% (n = 340,000) | AID 602410;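 active = B-score under library mean minus 4 SD, starting fluorescence ratio at most library mean plus 5 SD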;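 note: more negative B-score means stronger inhibition of thallium flux through KCNK3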
# Target sequence (O14649 whole entry, looked up): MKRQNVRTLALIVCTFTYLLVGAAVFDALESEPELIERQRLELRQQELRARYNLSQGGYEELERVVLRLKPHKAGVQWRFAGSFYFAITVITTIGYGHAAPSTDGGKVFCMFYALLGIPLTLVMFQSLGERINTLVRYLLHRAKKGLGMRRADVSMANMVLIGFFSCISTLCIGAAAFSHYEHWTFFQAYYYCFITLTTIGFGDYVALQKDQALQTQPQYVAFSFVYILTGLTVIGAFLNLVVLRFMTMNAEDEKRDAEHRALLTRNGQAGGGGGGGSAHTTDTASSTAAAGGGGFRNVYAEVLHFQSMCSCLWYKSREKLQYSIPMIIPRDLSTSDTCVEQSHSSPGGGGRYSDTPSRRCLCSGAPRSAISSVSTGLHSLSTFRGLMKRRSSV
# The depositor's hits bear a star; i = inactive.
(1) CC(C)(C)OC(=O)NCCCCCO
(2) Cc1ccc(OCCNC(=O)CNC(=O)c2ccc(Cl)c([N+](=O)[O-])c2)cc1
(3) CCCCCCSc1ccc(-c2nc3ccc(Cl)cn3c2NCc2ccccc2)cc1
(4) O=C(COC(=O)Cc1ccsc1)Nc1ccc(Cl)cn1
(5) CC(=O)c1cccc(NC(=O)CSc2nc3ccccc3c(=O)n2CCCN2CCOCC2)c1
(6) CC(C)CC1NC(=O)N(CC(=O)Nc2ccc(-c3ccccc3)cc2)C1=O (stereo not given)
screen / no.	1	2	3	4	5	6
DYRK1A inh	4	-8	3	19	4	-1
GSK3A inh	16	-1	-2	34	2	11
KCNK3 inh	i	i	i	i	i	i

(7) COc1ccc(C(CNC(=O)c2ccco2)N2CCCC2)cc1 (stereo not given)
(8) O=C(CSc1nnc(NC2CC2)s1)Nc1ccc(N2CCOCC2)cc1
(9) COC(=O)C1=C(C)N(Cc2ccccc2)C(=NCc2ccco2)N[C@H]1c1cccc(F)c1
(10) Cc1nn(-c2ccccc2)c(Cl)c1C(=O)NCC1CCCO1 (stereo not given)
(11) COc1ccc(C(=O)Nc2ccc(Cl)c(S(=O)(=O)N3CCOCC3)c2)cc1
(12) CCOc1ccc(NC(=O)CCN2C(=O)CSc3ccccc32)cc1
screen / no.	7	8	9	10	11	12
DYRK1A inh	-2	0	1	3	0	-2
GSK3A inh	-1	-1	0	-1	-4	-1
KCNK3 inh	i	i	i	i	i	i

(13) CN(CC(=O)Nc1ccc(OC(F)(F)F)cc1)C(=O)/C=C/c1cc2c(cc1[N+](=O)[O-])OCO2
(14) CCc1noc(C)c1C(=O)NNC(=O)c1cc(OC)cc(OC)c1
(15) Cc1cc(C)n2nc(C(=O)OCC(=O)Nc3ccc(C)c(S(=O)(=O)N4CCOCC4)c3)nc2n1
(16) NC(=O)c1ccsc1NC(=O)COC(=O)Cc1ccccc1Cl
(17) CCCc1ccc(C(=O)CN2C(=O)C(=O)N(C3CCCC3)C2=O)cc1
(18) C=CC[C@@H](CC(=O)N[C@H](CO)Cc1ccccc1)C(=O)NC[C@H](OC(=O)[C@@H](CC=C)Cc1ccc(F)cc1)c1ccccc1
screen / no.	13	14	15	16	17	18
DYRK1A inh	-1	1	5	17	5	6
GSK3A inh	-5	-3	-4	6	5	1
KCNK3 inh	i	i	i	i	i	i

(19) Cc1ccc2c(c1)C1C[N+](C)(CC(=O)Nc3ccccc3Cl)CCC1N2C(=O)c1ccccc1Cl (stereo not given)
(20) O=C(COC(=O)[C@@H]1CCCN1C(=O)c1cccs1)Nc1ccc(Br)cc1
(21) O=C(NCCO)c1nc(C(=O)c2ccccc2)c2ccccc2n1
(22) CC(CCN1C(N(C)C)=NC[C@@H]1C)c1ccccc1 (stereo not given in full)
(23) CC1CCC2(CC1)NC(=O)N(CC(=O)NCCc1ccccc1)C2=O (stereo not given)
(24) Cc1cccc(C)c1NC(=O)CS(=O)CC(=O)NC1CCCc2ccccc21 (stereo not given)
screen / no.	19	20	21	22	23	24
DYRK1A inh	0	-1	-8	2	1	-2
GSK3A inh	5	-1	2	0	-1	-2
KCNK3 inh	i	i	i	i	i	i

(25) CCc1ccccc1NC(=O)CN(C)C(=O)c1cccc(S(=O)(=O)N2CCCCCC2)c1
(26) Cc1cccc(NC(=O)c2nc[nH]c2C(=O)N2CCN(c3ccccc3)CC2)c1
(27) COc1cc([C@@H]2CC=C(C(=O)O)[C@H](c3cccc(Cl)c3)N2S(=O)(=O)c2ccc(C)cc2)cc(OC)c1OC
(28) COc1ccc(/C=C/C(=O)OCC(=O)NC(C)CCc2ccccc2)cc1 (stereo not given)
(29) CC(=O)Nc1cccc(NC(=O)CSc2nnc3ccccn23)c1
(30) C#CCOCCOCCOCCNc1nc(N2CCOCC2)nc(N2CCN(C(=O)[C@H](CC(N)=O)n3cc([C@@H](N)C(C)C)nn3)CC2)n1
screen / no.	25	26	27	28	29	30
DYRK1A inh	2	7	0	-4	-4	-6
GSK3A inh	-1	0	3	-4	-1	-31
KCNK3 inh	i	i	i	i	i	i

(31) Cc1nc2ccc(NS(=O)(=O)c3c(F)cccc3F)cc2s1
(32) COC(=O)C(Cc1ccccc1)NC(=O)c1ccc(NS(=O)(=O)c2ccc3[nH]c(=O)[nH]c3c2)cc1 (stereo not given)
(33) Cc1ccc(C2(c3ccccc3)NC(=O)N(CC(=O)NC3(C#N)CCCC3)C2=O)cc1C (stereo not given)
(34) Cn1cnnc1SCC(=O)Nc1ccc2ccccc2c1
(35) O=C(CC(O)(C(F)(F)F)C(F)(F)F)Nc1ccc(Cl)c(Cl)c1
(36) Cn1c(-c2ccsc2)c(-c2cccs2)c2cc(-c3ccc4cc[nH]c4c3)ccc21
screen / no.	31	32	33	34	35	36
DYRK1A inh	-4	4	1	-1	54*	-9
GSK3A inh	-3	-1	-2	-3	-2	-2
KCNK3 inh	i	i	i	i	i	i

(37) Nc1nnc(SCC(=O)NNC(=O)c2ccc(F)cc2)s1
(38) CC(=O)c1sc(NC(=O)c2oc3ccc(F)cc3c2C)nc1C
(39) NC(=O)c1ccsc1NC(=O)COC(=O)/C=C/c1ccccc1[N+](=O)[O-]
(40) O=C(CSc1nnc(-c2ccncc2)o1)Nc1ccc(F)c(F)c1
(41) C[C@H](NC(=O)c1nc[nH]c1C(=O)NCc1ccc(CNC(=O)OC(C)(C)C)cc1)c1ccccc1
(42) Cc1noc(C)c1C(=O)Nc1cccc(S(=O)(=O)N2CCCCC2)c1
screen / no.	37	38	39	40	41	42
DYRK1A inh	0	-1	4	1	3	2
GSK3A inh	3	-1	5	-1	-1	-1
KCNK3 inh	i	i	i	i	i	i

(43) Cc1ccccc1N=C(NOCc1ccccc1)c1nonc1N
(44) COC(=O)[C@]1(C)CCC[C@@]2(C)C3CC[C@@]4(C)C[C@]3(CCC21)CC(=O)N4Cc1ccc(OC)cc1 (stereo not given in full)
(45) Cc1noc(C)c1NC(=O)Nc1cccc2c1O[C@@H](CN(C)Cc1ccc3c(c1)OCO3)[C@@H](C)CN([C@H](C)CO)C2=O
(46) CC1=C(C(=O)OCc2ccccc2)C(c2ccc(-c3ccccc3)cc2)NC(=O)N1CCCCCC(=O)O (stereo not given)
(47) CC1CCCN(CC(=O)NC(=O)NC2CCCCC2)C1 (stereo not given)
(48) COC(=O)c1ccc(C)c(NC(=O)C2CC(=O)N(C3CCCC(C)C3C)C2)c1 (stereo not given)
screen / no.	43	44	45	46	47	48
DYRK1A inh	-2	-1	1	8	-3	10
GSK3A inh	-1	-2	-2	0	0	-36
KCNK3 inh	i	i	i	i	i	i

(49) COc1ccc(-c2nn(Cc3ccccc3)cc2C(=O)N2CCN(c3ncccn3)CC2)cc1OC
(50) NS(=O)(=O)c1ccc(NC(=O)COC(=O)CCc2nc3ccccc3c(=O)[nH]2)cc1
(51) CC(=O)c1ccccc1NC(=O)COC(=O)CCC1CCCC1
(52) CN(C)S(=O)(=O)c1cccc(NC(=O)CN2C(=O)NC(Cc3ccccc3)C2=O)c1 (stereo not given)
(53) Cc1cccc(C(=O)OCC(=O)NCc2ccco2)c1
(54) COc1cc(NC(=O)[C@H]2CCCN2S(=O)(=O)c2cccc3cccnc23)cc(OC)c1OC
screen / no.	49	50	51	52	53	54
DYRK1A inh	8	-10	-7	-3	3	14
GSK3A inh	-1	0	-1	0	1	-1
KCNK3 inh	i	i	i	i	i	i

(55) O=C(Nc1ccc(F)cc1)C(c1ccccc1)N1CCN(CC(=O)N2CCOCC2)CC1 (stereo not given)
(56) COc1cccc(/C=C/C(=O)OCC(=O)NCc2ccc3c(c2)OCO3)c1
(57) COc1cc(N)c(Cl)cc1C(=O)OCC(=O)NC(=O)NCc1ccco1
(58) CCOc1ccc(NC(=O)CN(C)C(=O)C2COc3ccccc3O2)cc1OCC (stereo not given)
(59) CCC(=O)NC(C)c1cc(Cl)c2cccnc2c1O (stereo not given)
(60) COc1cccc(NC(=O)CN(C)C(=O)c2cc(C3CC3)nn2-c2ccccc2)c1
screen / no.	55	56	57	58	59	60
DYRK1A inh	-3	5	5	-4	2	0
GSK3A inh	-3	1	-1	0	-2	0
KCNK3 inh	i	i	i	i	i	i

(61) COc1cccc(NC(=O)CN(C)C(=O)c2cn(-c3ccccc3)nc2-c2cccnc2)c1
(62) O=C(Cc1c(F)cccc1Cl)Nc1cc(S(=O)(=O)N2CCOCC2)ccc1N1CCCC1
(63) Cc1ccc(C)c(C(=O)CCC(=O)N2CCN(c3cccc(C(F)(F)F)c3)CC2)c1
(64) Cc1c(C2(O)CCCCC2)[nH]c2cnccc12
(65) Cc1cc(C)cc(NC(=O)COC(=O)c2ccc(CN3CCCC3=O)cc2)c1
(66) CCN(CC)CCOC(=O)C1(c2ccc([N+](=O)[O-])cc2)CCCC1
screen / no.	61	62	63	64	65	66
DYRK1A inh	-1	-1	3	15	-1	-10
GSK3A inh	-2	2	2	-1	-2	-1
KCNK3 inh	i	i	i	i	i	i

# Whole records, looked up by structure:
# Cc1cc(C)cc(NC(=O)COC(=O)c2ccc(CN3CCCC3=O)cc2)c1 is listed as DYRK1A inh = -1; GSK3A inh = -2; KCNK3 inh = i
# Cc1c(C2(O)CCCCC2)[nH]c2cnccc12 is listed as DYRK1A inh = 15; GSK3A inh = -1; KCNK3 inh = i

# New compounds follow:
(67) CCN(C(=O)COC(=O)c1cnc(C)cn1)c1c(N)n(Cc2ccccc2)c(=O)[nH]c1=O
(68) CC(C)[C@H](NC(=O)c1ccccc1)C(=O)OCC(=O)Nc1sccc1C(N)=O
(69) C[C@H](CO)N1C[C@H](C)[C@@H](CN(C)S(=O)(=O)c2cccs2)Oc2c(NC(=O)C3CC3)cccc2C1=O
(70) COc1ccc(CC(=O)OCC(=O)Nc2ccc(Cl)cc2C)cc1
(71) CCc1ccc(OC(=O)Cc2ccc(OC)c(S(=O)(=O)N3CCOCC3)c2)cc1
(72) O=C(CNS(=O)(=O)c1ccc2ccccc2c1)Nc1ccc(F)c(F)c1F
screen / no.	67	68	69	70	71	72
DYRK1A inh	1	0	0	-1	-4	3
GSK3A inh	-2	1	1	0	-2	0
KCNK3 inh	i	i	i	i	i	i

# Arranged by value in DYRK1A inh (low to high): some entries from above.
(71) CCc1ccc(OC(=O)Cc2ccc(OC)c(S(=O)(=O)N3CCOCC3)c2)cc1
(70) COc1ccc(CC(=O)OCC(=O)Nc2ccc(Cl)cc2C)cc1
(68) CC(C)[C@H](NC(=O)c1ccccc1)C(=O)OCC(=O)Nc1sccc1C(N)=O
(67) CCN(C(=O)COC(=O)c1cnc(C)cn1)c1c(N)n(Cc2ccccc2)c(=O)[nH]c1=O
(72) O=C(CNS(=O)(=O)c1ccc2ccccc2c1)Nc1ccc(F)c(F)c1F
screen / no.	71	70	68	67	72
DYRK1A inh	-4	-1	0	1	3
GSK3A inh	-2	0	1	-2	0
KCNK3 inh	i	i	i	i	i

# (list continues)
(73) O=C(Nc1cccc(NC(=O)c2nccc3ccccc23)c1)c1ccco1
(74) CSCCC(NC(=O)OC(C)(C)C)C(=O)Oc1ccc2c(=O)c(-c3ccc4c(c3)OCCO4)coc2c1 (stereo not given)
(75) CCN(CC(=O)Nc1ccccc1C(F)(F)F)CC(=O)NC1CC1
(76) CC(C)NC(=O)N(C)C[C@@H]1Oc2ccc(NC(=O)CCN3CCOCC3)cc2CC(=O)N([C@@H](C)CO)C[C@@H]1C
(77) CCOc1ccccc1OCCCC(=O)ON=C(N)c1ccccc1
(78) C#CCOCCOCCOCCNc1nc(N2CCN(C(=O)CCCCCCCCCCNC(=O)[C@H]([C@@H](C)CC)n3cc(CCCCCN)nn3)CC2)nc(N2CCN(C(=O)CCCCCCCCCCNC(=O)[C@H]([C@@H](C)CC)n3cc(CCCCN=C(N)N)nn3)CC2)n1
(79) C=CCC[C@@H](Cc1ccc(F)cc1)C(=O)OC[C@H](Cc1c[nH]c2ccccc12)NC(=O)[C@H](CC=C)CC(=O)NCCO
(80) COc1cc(-c2ccc3sc(-c4ccsc4)c(C#CCO)c3c2)cc(OC)c1OC
(81) N#Cc1ccccc1S(=O)(=O)N1CCN(CC(O)CN2CCOCC2)CC1 (stereo not given)
screen / no.	73	74	75	76	77	78	79	80	81
DYRK1A inh	14	2	-5	-3	4	29	1	2	1
GSK3A inh	2	1	10	-3	2	21	-6	1	-6
KCNK3 inh	i	i	i	i	i	i	i	i	i

# Some of the compounds tested, so the mix of outcomes need not match the whole.
